# TEAD-YAP block: TEAD-YAP interaction inhibition, primary screen, TEAD-YAP interaction inhibitor project, luminescence, HEK-TIYL cells; TEAD-Gal4/YAP UAS-luciferase luminescence; inhibition, % at 9.12 µM; actives 1.4% (n = 640,000); in the data active means inhibition above about 32%;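 further: 0% = median of test compound wells and 100% = reference inhibitor wells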
# MITF primary: MITF inhibitors, primary screen, biochemical, AlphaScreen, human | Microphthalmia-associated transcription factor (Homo sapiens), O75030 | AlphaScreen MITF homodimerization, bead proximity signal | inhibition, % at 2.6 µM | actives 0.91% (n = 650,000) | AID 1259374, 2018; in the data active means inhibition above about 50%;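 further: 0% = vehicle wells with protein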
# GPR151 activ: activators of human GPR151, primary screen, cell-based, PathHunter beta-arrestin, luminescence | G-protein coupled receptor 151 (Homo sapiens), Q8TDV0 | PathHunter beta-arrestin GPR151 cells | activation, % at 11.2 µM | actives 1% (n = 650,000) | AID 1508602, 2020; in the data active means activation above about 4.9%;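 further: 0% = median of compound wells and 100% = cells with positive control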
# Target sequence (Q8TDV0 whole entry, looked up): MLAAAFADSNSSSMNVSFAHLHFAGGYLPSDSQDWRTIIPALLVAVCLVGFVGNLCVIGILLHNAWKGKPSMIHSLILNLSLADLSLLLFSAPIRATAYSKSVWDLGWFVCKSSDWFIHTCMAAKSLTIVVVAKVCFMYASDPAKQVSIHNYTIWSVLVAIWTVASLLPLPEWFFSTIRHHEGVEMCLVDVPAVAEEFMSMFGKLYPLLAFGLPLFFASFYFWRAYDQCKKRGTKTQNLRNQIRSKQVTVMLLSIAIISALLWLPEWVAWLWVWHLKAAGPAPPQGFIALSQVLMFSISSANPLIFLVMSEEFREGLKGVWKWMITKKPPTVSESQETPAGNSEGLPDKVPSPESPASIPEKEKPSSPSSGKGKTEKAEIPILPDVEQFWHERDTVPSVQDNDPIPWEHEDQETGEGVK
# FBW7 activator: FBW7 E3 ligase activators, primary screen, biochemical, AlphaScreen, human | F-box/WD repeat-containing protein 7 (Homo sapiens), Q969H0 | AlphaScreen FBW7–phospho-cyclin E peptide binding, activator screen | normalized activity (activation), % at 26.1 µM | actives 0.13% (n = 650,000) | AID 1259310, 2017; in the data active means normalized activity above about 1.9%;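 further: purified mutant Fbw7 with reduced substrate affinity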
# Target sequence (Q969H0 whole entry, looked up): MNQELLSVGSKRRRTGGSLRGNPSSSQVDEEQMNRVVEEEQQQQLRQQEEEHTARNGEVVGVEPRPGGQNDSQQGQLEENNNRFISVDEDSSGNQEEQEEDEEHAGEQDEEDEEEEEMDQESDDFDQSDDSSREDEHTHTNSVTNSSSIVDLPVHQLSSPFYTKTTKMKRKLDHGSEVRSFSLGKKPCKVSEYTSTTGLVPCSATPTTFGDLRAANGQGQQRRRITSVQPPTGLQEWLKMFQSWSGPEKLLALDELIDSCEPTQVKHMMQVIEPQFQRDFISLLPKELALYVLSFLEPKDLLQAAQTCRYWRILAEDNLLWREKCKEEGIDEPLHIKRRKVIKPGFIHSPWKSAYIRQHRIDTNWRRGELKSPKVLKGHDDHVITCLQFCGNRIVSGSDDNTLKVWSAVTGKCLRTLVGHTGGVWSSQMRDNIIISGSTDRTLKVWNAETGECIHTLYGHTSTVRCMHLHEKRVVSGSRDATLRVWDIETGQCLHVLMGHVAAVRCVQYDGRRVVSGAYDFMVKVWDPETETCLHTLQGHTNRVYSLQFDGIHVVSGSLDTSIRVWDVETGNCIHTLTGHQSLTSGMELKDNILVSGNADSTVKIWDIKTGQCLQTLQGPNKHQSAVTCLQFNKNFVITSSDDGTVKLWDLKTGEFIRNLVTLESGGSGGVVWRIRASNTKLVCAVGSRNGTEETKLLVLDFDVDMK
# * hit, by the source's call.
SMILES,TEAD-YAP block,MITF primary,GPR151 activ,FBW7 activator
CCOC(=O)C1=C(C)N(c2ccc(C(=O)O)cc2)C(=O)NC1c1ccc(OC)cc1 (configuration not stated),0,5,-1.0,0.0
CC1(C)NC(=O)N(CCCOc2ccc(Br)cc2Cl)C1=O,-39,-7,1.8,0.3
O=C1CSC(=Nc2ccccc2[N+](=O)[O-])N1,-8,10,-0.4,-0.1
O=C(NCCc1csc(-c2cccnc2)n1)c1ccccc1,-4,12,-0.8,0.2
COc1ccc(Cl)cc1NC(=O)CNC(=O)Cn1cnc2ccccc2c1=O,-1,-15,2.5,0.2
CC(C)CCn1c(=O)c2c(nc3n2CCS3)n(C)c1=O,7,7,-0.8,-0.2
Fc1ccc(-n2cc(-c3ccccc3)c3c(NCCCN4CCOCC4)ncnc32)cc1,6,-4,-1.4,-0.1
S=c1[nH]nc(C2CC2)n1Cc1ccco1,-5,-1,2.6,-0.2
COc1ccc(C2CC(c3cccs3)=NN2C(=O)CSc2nnc(CNC(=O)c3ccccc3F)n2-c2cccc(C)c2C)cc1 (configuration not stated),-6,-1,0.1,-0.2
COc1ccc(S(=O)(=O)N2CC=C(C(=O)Nc3ccc(C)cc3)CC2)cc1,-6,-5,0.1,-0.3
COC(CN1C(=O)C2C3C=CC(C3)C2C1=O)OC (configuration not stated),4,10,-0.1,0.4
COc1ccc(/C(O)=C2/C(=O)C(=O)N(Cc3cccnc3)C2c2ccc(C(C)C)cc2)cc1 (configuration not stated),10,4,0.5,0.1
COc1cc2ccccc2cc1C(=O)Nc1nc(-c2ccc(Cl)cc2)cs1,3,-2,-1.1,0.0
CN(Cc1cscn1)C(=O)C1CC12CCN(Cc1cccc3ccccc13)CC2 (configuration not stated),-4,5,0.3,-0.1
CCNC(=S)NNC(=O)CSc1nc2ccccc2[nH]1,-10,-8,1.4,0.0
COc1ccc(-c2cc(C(F)(F)F)nc(-n3ccnc3C)n2)cc1OC,-4,-12,0.2,0.0
CCOc1ccc(-c2nc3n(n2)C(=O)CC(c2cccc(F)c2)S3)cc1OCC (configuration not stated),5,6,-0.2,0.1
O=C(CCN1CCCCC1)Nc1ccc2c(c1)CCC2,-7,-7,-1.6,0.7
COc1ccc(S(=O)(=O)N/N=C/c2cc3c(cc2Br)OCO3)cc1,-1,8,-2.5,0.2
CCOC(=O)c1sc2ncnc(N3CCC4(CC3)OCCO4)c2c1C,1,11,2.8,0.0
CCc1ccc2[nH]cc(C(=O)O)c(=O)c2c1,-2,25,-1.2,1.3
Cc1ccc(N(CC(=O)NC2CCCCCC2)S(C)(=O)=O)c(C)c1,0,-74,-0.7,0.3
CCc1cccc(C)c1NC(=O)CSc1nc2ccccc2n1CC(=O)N(C)C,2,5,0.2,-0.1
Clc1ccc2c(c1)C1C=CCC1C(c1cccc(Br)c1)N2 (configuration not stated),6,-4,3.9,0.0
O=C(C1CCCN1S(=O)(=O)c1ccccc1)N1CCCCC1 (configuration not stated),0,13,-0.4,0.4

# Sorted by SMILES length (highest first): part of the list above.
SMILES,TEAD-YAP block,MITF primary,GPR151 activ,FBW7 activator
COc1ccc(C2CC(c3cccs3)=NN2C(=O)CSc2nnc(CNC(=O)c3ccccc3F)n2-c2cccc(C)c2C)cc1 (configuration not stated),-6,-1,0.1,-0.2
COc1ccc(/C(O)=C2/C(=O)C(=O)N(Cc3cccnc3)C2c2ccc(C(C)C)cc2)cc1 (configuration not stated),10,4,0.5,0.1
CCOC(=O)C1=C(C)N(c2ccc(C(=O)O)cc2)C(=O)NC1c1ccc(OC)cc1 (configuration not stated),0,5,-1.0,0.0
Fc1ccc(-n2cc(-c3ccccc3)c3c(NCCCN4CCOCC4)ncnc32)cc1,6,-4,-1.4,-0.1
COc1ccc(S(=O)(=O)N2CC=C(C(=O)Nc3ccc(C)cc3)CC2)cc1,-6,-5,0.1,-0.3
CN(Cc1cscn1)C(=O)C1CC12CCN(Cc1cccc3ccccc13)CC2 (configuration not stated),-4,5,0.3,-0.1
CCc1cccc(C)c1NC(=O)CSc1nc2ccccc2n1CC(=O)N(C)C,2,5,0.2,-0.1
COc1cc2ccccc2cc1C(=O)Nc1nc(-c2ccc(Cl)cc2)cs1,3,-2,-1.1,0.0
Cc1ccc(N(CC(=O)NC2CCCCCC2)S(C)(=O)=O)c(C)c1,0,-74,-0.7,0.3
CCOC(=O)c1sc2ncnc(N3CCC4(CC3)OCCO4)c2c1C,1,11,2.8,0.0
Clc1ccc2c(c1)C1C=CCC1C(c1cccc(Br)c1)N2 (configuration not stated),6,-4,3.9,0.0
O=C(C1CCCN1S(=O)(=O)c1ccccc1)N1CCCCC1 (configuration not stated),0,13,-0.4,0.4
CC(C)CCn1c(=O)c2c(nc3n2CCS3)n(C)c1=O,7,7,-0.8,-0.2
O=C(NCCc1csc(-c2cccnc2)n1)c1ccccc1,-4,12,-0.8,0.2
COC(CN1C(=O)C2C3C=CC(C3)C2C1=O)OC (configuration not stated),4,10,-0.1,0.4
CCc1ccc2[nH]cc(C(=O)O)c(=O)c2c1,-2,25,-1.2,1.3
S=c1[nH]nc(C2CC2)n1Cc1ccco1,-5,-1,2.6,-0.2

# The list goes on.
SMILES,TEAD-YAP block,MITF primary,GPR151 activ,FBW7 activator
COc1ccc(CCNC(=O)/C=C/c2ccc(C)cc2)cc1,-24,-6,-1.8,0.0
CCOC(=O)CSc1ccc(C(=O)OC)cc1[N+](=O)[O-],2,-4,2.8,-0.3
CCCN(CCC)C(=O)C1Sc2nnc(C)n2NC1c1ccc(Cl)cc1 (configuration not stated),-5,-10,-0.3,0.0
Cc1ccccc1/C=N/N1C(=O)c2ccccc2C1=O,-1,23,-0.9,0.0
COc1cccc2cc(C(=O)NC(C)=O)c(=Nc3ccc(-c4nc5ccc(C)cc5s4)cc3)oc12,3,6,-0.5,0.1
CCCCCCOc1cccc(NC(=O)C(F)(OC)C(F)(F)F)c1 (configuration not stated),7,13,0.0,0.2
CCOC(=O)c1ccc(NC(=S)NC(C)CC)cc1 (configuration not stated),-23,1,-1.1,0.1
COc1ccc(C2(c3cccc(Br)c3)CCCCC2)cc1,-4,3,-0.4,0.0
Cc1cc(=O)n2nc(N3CCCC3C(=O)NCc3ccccc3Br)sc2n1 (configuration not stated),-2,10,3.3,0.7
Cc1ccccc1CN1CCN(CC(=O)Nc2ccccc2Cl)CC1,0,1,1.2,-0.2
COc1cc(Cl)cc(CN2CCCC(N3CCOCC3)C2)c1OC (configuration not stated),3,-14,1.9,0.0
O=C(Cc1ccccc1)NCC(=O)OCC(=O)c1ccc2ccccc2c1,-8,10,0.9,0.2
Cc1cc(C(=O)NNC(=O)COc2ccc3c(C)cc(=O)oc3c2)ccc1[N+](=O)[O-],5,8,-2.5,0.0
O=C(Nc1ccc(Oc2ccccc2)cc1)c1ccc(F)c(S(=O)(=O)N2CCN(c3ccccc3F)CC2)c1,2,2,0.2,0.0
Oc1ccccc1C1CC(c2ccccc2)=NN1 (configuration not stated),-66,0,-0.1,0.0
CCOC(=O)c1c(NC(=O)C(C)Sc2nnc(CNC(=O)c3ccco3)n2CCc2ccccc2)sc2c1CCCC2 (configuration not stated),9,9,-0.3,-0.1
O=C1C=C(Nc2cccc(Cl)c2)CC(c2ccco2)C1 (configuration not stated),0,-6,-0.8,-0.1
O=C(O)C(c1ccccc1)N1CCOCC1 (configuration not stated),9,6,-0.6,0.1
CC1CCCN(S(=O)(=O)c2ccc(S(=O)(=O)N3CCC4(CC3)OCCO4)cc2)C1 (configuration not stated),-2,2,0.3,0.2
Oc1ccc(CCNc2ncnc3nc(Nc4ccncn4)[nH]c23)cc1,-3,9,-1.2,-0.1
COc1ccccc1-n1cc(CNC(=O)CC2C(=O)NCCN2Cc2ccoc2)cn1 (configuration not stated),-11,4,-0.2,-0.2
O=C(c1cnccn1)N1CCCC(N2CCN(c3ccccc3)CC2)C1 (configuration not stated),-3,1,-0.5,-0.1
COc1ccc(C(=O)CN2CCN(C3c4ccccc4-c4ccccc43)CC2)cc1OC,-14,14,-0.8,0.1
C=CCNc1cc(=O)n(C)c(=O)n1Cc1ccccc1,10,5,-0.8,0.8
Cc1c(Cl)cccc1NCC(=O)N/N=C/c1ccc(C#N)cc1,6,12,0.1,0.2

# (list continues)
SMILES,TEAD-YAP block,MITF primary,GPR151 activ,FBW7 activator
COc1ccc(Cn2nnnc2C(CC(C)C)N2CCC(C(N)=O)CC2)cc1 (configuration not stated),7,-6,-0.3,0.1
COc1cc(NC(=O)C2CC(=O)c3ccccc3C2)ccc1-c1cn[nH]c1 (configuration not stated),48*,-4,0.7,-0.1
COc1ccc(NCc2ccccc2[N+](=O)[O-])cc1OC,2,-1,4.1,-0.1
O=C(CCc1nc2ccccc2[nH]1)N1CCN(c2ccccn2)CC1,8,15,1.5,0.2
CCCS(=O)(=O)N1N=C(c2ccc(NS(=O)(=O)CC)cc2)CC1c1ccccc1 (configuration not stated),-1,15,-1.2,0.8
CCCN1CCC(N(C(=O)CCC(=O)O)C2CC2)CC1,8,15,-2.1,0.1
COc1ccc(Cl)cc1NC(=O)N1CCN(c2nc3ccccc3[nH]2)CC1,4,-14,-0.4,0.0
CN1/C(=C\C(=O)COC(=O)c2ccc(C#N)cc2)C(C)(C)c2ccccc21,12,1,0.7,-0.2
CC(C)CCNC(=O)CCn1c(=S)[nH]c2cc3c(cc2c1=O)OCO3,2,3,0.1,0.1
Cc1cc(C)nc(NC(=O)COc2ccc(C#N)cc2)n1,0,12,-1.5,0.3
O=C(c1ccccc1I)N(Cc1ccccc1)c1ccccn1,5,1,-0.2,0.0
C/C(CC(=O)NC12CC3CC(CC(C3)C1)C2)=N\NC(=O)C(=O)Nc1cccc(C)c1,-31,8,1.8,-0.1
COCC(C)NC(=O)CCc1nc2ccccc2c(=O)[nH]1 (configuration not stated),-5,22,-0.5,0.4
CNC(=O)c1ccccc1Nc1cc(NC(=O)C(OC)c2ccccc2)ncc1C(F)(F)F (configuration not stated),11,-14,0.2,0.1
COc1cc(CN2CCC3(CCC(CNC(=O)c4csc(C)n4)O3)CC2)ccc1O (configuration not stated),-13,-3,0.0,-0.1
CCOC(=O)c1ccc(NC(=O)/C(C#N)=C\c2ccccc2)cc1,4,-7,-0.1,0.1
CCC1CCCCN1Cc1c(O)ccc2c(=O)c(-c3ccc(OC)c(OC)c3)c(C(F)(F)F)oc12 (configuration not stated),6,4,0.2,-0.1
CCOc1ccc(NC(=O)c2nnn(-c3ccccc3OC)c2C)cc1,-2,9,5.7*,0.7
O=C1NC(=O)N(Cc2ccco2)C(=O)/C1=C\c1ccc2c(c1)OCO2,-12,72*,1.4,-0.1
CCOc1ccccc1-c1c2cc(O)c(=O)cc-2oc2cc(O)c(O)cc12,6,103*,-0.3,-0.3
CC(=O)Nc1ccc(OS(=O)(=O)c2cc(Br)ccc2Br)cc1,-5,15,0.9,0.9
CN(CCC#N)C(=O)COC(=O)c1ccc(Cl)cc1O,1,7,1.4,0.0
Cc1cccc(NC2=C(Cl)C(=O)OC2OC(=O)c2ccco2)c1 (configuration not stated),7,9,0.7,0.1
O=c1[nH]c2ccccc2c(=O)n1CCCN1CCOCC1,-1,11,-0.6,-0.2
CCn1c(SCC(=O)Nc2ccc(F)cc2)nnc1C(C)C,-5,2,0.0,0.0

# (cont.)
SMILES,TEAD-YAP block,MITF primary,GPR151 activ,FBW7 activator
O=[N+]([O-])c1ccc(N=Cc2cc(Br)cc([N+](=O)[O-])c2O)cc1,4,-8,0.5,0.3
Cc1ccc(CNC(=O)CSc2nc3ccsc3c(=O)n2Cc2ccc(C(=O)O)cc2)cc1,1,-11,-0.4,0.0
CC(=O)C1=C(C)Nc2ncnn2C1c1cccc(Oc2ccccc2)c1 (configuration not stated),5,-27,-1.3,0.2
CCC1SC(=Nc2ccccc2)N(S(=O)(=O)c2ccccc2)C1=O (configuration not stated),-5,-13,-0.9,-0.1
COCCCNc1c2c(nc3ccccc13)CCC2,15,10,-0.4,0.0
CC[C@@H](Cn1ncc2ccccc2c1=O)NC(=O)C(C)n1cnc2ccccc21 (some centres not stated),7,-5,1.9,0.3
O=C(O)c1ccc(-c2ccc(/C=C/[N+](=O)[O-])o2)cc1,-1,-17,-0.8,-0.6
Cc1n[nH]c(C)c1CCC(=O)NCc1c(F)cccc1F,6,-14,-0.2,0.3
COc1cccc(NC(=O)CSc2nc3cc(OC)c(OC)cc3c3nc(C)nn23)c1,-7,3,-0.6,0.0
COC(=O)c1c(NC(NC(=O)c2cccs2)C(=O)c2ccccc2)sc2c1CCCC2 (configuration not stated),7,17,0.1,0.4
O=C(O)CCC(=O)N1CCN(C(=O)c2ccco2)CC1,-8,1,-0.1,0.0
O=C(OCc1c(Cl)cccc1Cl)c1ccc(F)c(S(=O)(=O)N2CCOCC2)c1,1,-13,0.3,0.1
O=C(CSc1ncn[nH]1)Nc1ccc(F)c([N+](=O)[O-])c1,10,0,0.6,0.0
O=C(Oc1cccc(NC2=NS(=O)(=O)c3ccccc32)c1)c1cccs1,3,1,0.6,0.2
Cc1ccc(NC(=O)CSc2nsc(SCC(=O)Nc3ccc(C)cc3C)c2C#N)c(C)c1,18,16,0.9,0.0
CCn1c2cc(C)oc2c2cnn(CC(=O)N(C)C)c(=O)c21,-10,0,0.0,-0.1

# 2 entries from above, bar-delimited.
Molecule | TEAD-YAP block | MITF primary | GPR151 activ | FBW7 activator
CCOC(=O)c1c(NC(=O)C(C)Sc2nnc(CNC(=O)c3ccco3)n2CCc2ccccc2)sc2c1CCCC2 (configuration not stated) | 9 | 9 | -0.3 | -0.1
Oc1ccccc1C1CC(c2ccccc2)=NN1 (configuration not stated) | -66 | 0 | -0.1 | 0.0

# Screens as filed in PubChem.
